Screens deposited in PubChem by several laboratories.
AGP1 TOR yeast = yeast TOR pathway AGP1-GFP modulation; GFP response vs DMSO, % at 10 µM; S. cerevisiae AGP1-GFP multiplex flow cytometry, 3 h; GFP as percent of DMSO wells; hit rate 0.02% among 320,000;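 active = GFP response relative to DMSO above a set limit, near screen average plus 3 SD, cut at about 150% in these data; inconclusive = fewer than 70 cells counted for the yeast strain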;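 note: median GFP channel fluorescence of the gated AGP1 strain per well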
CIT2 TOR yeast = yeast TOR pathway CIT2-GFP modulation; S. cerevisiae CIT2-GFP strain, flow cytometry, 3 h; 100 means same as DMSO wells; GFP response vs DMSO, % at 10 µM; hit rate 0.065% among 320,000; AID 2029;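 active = GFP response relative to DMSO above a set limit, near the screen mean plus 3 SD, cut at about 150% in these data; inconclusive = Fewer than 70 cells measured for a yeast strain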;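 note: ratio of well median GFP fluorescence to mean of DMSO wells on the plate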
procasp7 counter = counter-screen: procaspase-7 (human) activation; P55210; hit rate 0.093% among 330,000; recombinant procaspase-7, Ac-DEVD-pNA absorbance 405 nm; D23A/D198A/D206A triple mutant, cannot self-cleave; scale: DMSO 0, 5 µM enzyme 100; activation, % at 8.5 µM;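 active = percent activation above the screen-wide mean plus 3 SD, cut at about 25% in these data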
Target sequence (P55210 whole entry D23A/D198A/D206A): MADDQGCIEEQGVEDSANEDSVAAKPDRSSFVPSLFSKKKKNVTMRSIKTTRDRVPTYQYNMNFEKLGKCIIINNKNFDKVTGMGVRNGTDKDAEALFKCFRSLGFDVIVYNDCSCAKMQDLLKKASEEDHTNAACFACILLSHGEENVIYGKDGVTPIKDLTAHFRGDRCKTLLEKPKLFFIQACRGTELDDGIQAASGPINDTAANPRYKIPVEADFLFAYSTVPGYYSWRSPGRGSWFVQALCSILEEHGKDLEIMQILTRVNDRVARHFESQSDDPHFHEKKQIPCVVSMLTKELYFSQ
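Assay system: Uncleavable procaspase-7 mutant enzyme; Input: 2 µM procaspase-7 mutant as dispensed; Also added: DEVD-pNA substrate; Medium: Zinc-free HEPES pH 7.4 with 300 mM NaCl, 0.01% Triton X-100; Timing: 1 h compound preincubation, 2 h substrate cleavage, 25 °C; Measured by: Epi-absorbance of released pNA at 405 nm, two timepoints.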
AHR act = human AHR activation | P35869 | AHR-responsive luciferase reporter cells, luminescence | activation, % at 5 µM | hit rate 2.5% among 320,000; in the data active = activation above about 47%;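 note: 0% = vehicle wells and 100% = reference agonist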
RPL19A TOR yeast = yeast TOR pathway RPL19A-GFP modulation | percent response vs DMSO, % at 10 µM | S. cerevisiae RPL19A-GFP strain, flow cytometry, 3 h; hits give low values | hit rate 0.3% among 330,000 | AID 2025;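 active = percent response vs DMSO below 50%; inconclusive = fewer than 70 events counted for the yeast strain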;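 note: median channel GFP fluorescence of the barcoded RPL19A-GFP strain; ratio of sample median GFP to plate DMSO average so 100% = DMSO; lower means less RPL19A-GFP as with rapamycin TOR inhibition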
LAP4-GFP MLPCN = yeast TOR pathway LAP4-GFP modulation. S. cerevisiae LAP4-GFP multiplex, flow cytometry GFP, 3 h; median GFP as percent of DMSO wells. GFP response vs DMSO, % at 10 µM. hit rate 0.34% among 320,000. AID 2023;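 active = GFP response vs DMSO above a set limit, about the screen mean plus 3 SD, cut at about 150% in these data; inconclusive = under 70 cell events counted for the yeast strain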
MEP2-GFP yeast = modulators of TOR pathway MEP2-GFP in S. cerevisiae; S. cerevisiae MEP2-GFP strain, flow cytometry GFP, 3 h; 100% = DMSO control level; GFP response vs DMSO, % at 10 µM; hit rate 0.51% among 330,000; AID 2016;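 active = GFP response versus DMSO above a set limit, roughly screen mean plus 3 SD, cut at about 180% in these data; inconclusive = fewer than 70 cells counted for a yeast strain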;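 note: median GFP fluorescence of the barcode-gated MEP2-GFP cells per well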
proCasp3 act = activators of human procaspase-3. hit rate 0.11% among 330,000. AID 463141. recombinant procaspase-3 D3A, Ac-DEVD-pNA absorbance 405 nm. P42574. activation, % at 8.5 µM;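 active = activation above the mean of all tested compounds plus 3 SD, cut at about 21% in these data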;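 note: 0% = DMSO alone and 100% = DMSO wells spiked with extra 5 µM PC-3 D3A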
Target sequence (P42574 whole entry D9A/D28A/D175A): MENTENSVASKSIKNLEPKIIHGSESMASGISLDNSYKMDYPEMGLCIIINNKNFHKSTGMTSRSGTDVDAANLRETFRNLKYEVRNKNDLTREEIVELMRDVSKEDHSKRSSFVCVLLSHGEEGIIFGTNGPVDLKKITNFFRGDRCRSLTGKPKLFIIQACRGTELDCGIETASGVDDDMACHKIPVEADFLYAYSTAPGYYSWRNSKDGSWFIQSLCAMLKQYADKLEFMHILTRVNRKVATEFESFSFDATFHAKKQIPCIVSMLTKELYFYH
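Assay system: Autoprocessing-dead procaspase-3 D3A mutant enzyme; also added: Ac-DEVD-pNA; doses: one concentration, 8.5 µM nominal, 0.8% DMSO; times: 1 h compound preincubation, 2 h substrate hydrolysis at 25 °C; technique: 405 nm absorbance of p-nitroaniline, reads at 0 and 120 min; measure: % activation between DMSO and enzyme-spiked controls; repeats: single replicate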
* = called active by the depositor; u = inconclusive; x = not tested or not shown; [ ] = another dose, or the depositor's remark.

SMILES	AGP1 TOR yeast	CIT2 TOR yeast	procasp7 counter	AHR act	RPL19A TOR yeast	LAP4-GFP MLPCN	MEP2-GFP yeast	proCasp3 act
CSc1ccc(-c2c(C#N)c(N)nc3c2CCCC3)cc1	90.5	95.8	-6.5	-0.3	100.3	96.1	101.5	2.3
Cc1ccc(/C=N/NC(=O)COc2ccc(Cl)c(C)c2)o1	91.2	96.6	-6.5	4.2	99.7	95.9	105.1	4.3
COCCNC(=O)C(OC(=O)c1cccs1)c1ccccc1 (stereo not drawn)	101.4	91.3	8.3	0.4	97.5	100.5	96.5	6.8
Cc1ccc(C(=O)NCc2ccc(F)cc2)cc1NC1=NC2CS(=O)(=O)CC2S1 (stereo not drawn)	98.4	102.3	-0.5	1.9	98.4	100.3	109.8	-4.0
C=CCOC(=O)C1=C(C)NC(SCC(=O)Nc2ccc(C)c(Cl)c2)=C(C#N)C1c1ccco1 (stereo not drawn)	107.6	103.6	-9.2	2.2	97.8	101.1	109.8	-3.4
O=C(CSc1nncs1)Nc1ccc2c(c1)OCO2	100.5	96.2	2.8	27.8	102.6	99.6	95.2	6.2
O=C(c1ccc(F)cc1)N1CCC(n2nnc3ccccc32)CC1	100.5	101.1	7.0	-1.0	103.0	87.0	97.2	-7.8
CSCC[C@H](NC(=O)C(C)Oc1ccc(Cl)cc1)c1nc2ccccc2[nH]1 (stereo partly drawn)	101.8	98.9	5.6	2.0	100.4	100.7	96.2	4.3
O=C(c1ccncc1)N1CCN(S(=O)(=O)c2ccc(OC(F)(F)F)cc2)CC1	92.0	89.4	2.6	-1.1	92.4	89.6	94.2	11.7
O=C(CN1CCOc2ccccc21)NCc1ccco1	102.9	102.5	5.7	4.5	99.6	103.9	102.9	4.2
CCn1c(SCc2nc(-c3cccs3)no2)nnc1-c1c[nH]c2ccccc12	90.8	92.1	2.7	9.8	95.2	103.7	103.0	-0.4
COc1ccc(C(=O)Nc2ccccc2)cc1NC(=O)c1ccc([N+](=O)[O-])cc1	97.8	96.8	6.5	10.5	98.6	98.7	103.0	7.7
C/C(CC(=O)Nc1ccc2c(c1)OCO2)=N\NC(=O)OC(C)(C)C	103.1	105.1	-1.2	5.1	99.7	104.8	104.7	-6.1
OCC(O)CN1CCCC1 (stereo not drawn)	110.8	103.8	5.0	-3.0	100.8	114.0	105.3	7.7
COc1ccc(/C=N/n2c(-c3cc(C)[nH]n3)n[nH]c2=S)cc1	101.3	97.9	0.9	3.1	101.7	98.7	102.8	5.5
Cc1cc(C)nc(Nc2ncc(O)n2-c2ccc(Br)cc2)n1	102.3	98.1	-8.7	21.8	100.2	99.2	101.8	-4.7
CC1(C)NC(=O)N(CC(=O)Nc2nc(-c3ccc(F)cc3)cs2)C1=O	97.1	x	7.9	6.0	101.8	91.2	98.5	5.8
CC(CCc1ccccc1)NC(=O)N1CCOCC1 (stereo not drawn)	103.5	108.0	-2.6	0.1	105.8	94.9	95.7	8.4
COc1cccc(C2C3=C(CC(C)(C)CC3=O)Nc3cc4c(cc32)OCO4)c1 (stereo not drawn)	103.0	100.5	7.0	28.8	97.1	100.4	108.2	4.8
O=C(CSc1nc2ccc(Nc3nc(N4CCOCC4)nc(N4CCOCC4)n3)cc2s1)NCc1ccco1	109.1	108.8	-7.0	-1.2	100.8	108.2	102.0	8.5
COc1ccc(OC)c(S(=O)(=O)Nc2ccccc2C(=O)O)c1	98.8	101.6	16.5	3.7	95.0	95.0	99.3	4.3
CC(C)CN(C(=O)c1cccc(S(=O)(=O)N2CCN(C)CC2)c1)C1CCS(=O)(=O)C1 (stereo not drawn)	107.2	94.8	2.8	-0.9	97.7	108.3	97.4	1.1
Cc1ccc(-c2csc(N3C(=N)SCC3=O)n2)cc1	108.0	103.0	-4.2	8.3	101.5	107.0	105.3	14.2
CNC(=O)CN1C(=O)NC2(CCc3ccccc3C2)C1=O (stereo not drawn)	105.8	107.3	-3.5	-0.9	98.9	113.6	99.6	7.6
O=C1CC(NS(=O)(=O)c2ccc([N+](=O)[O-])cc2)CN1c1cccc(F)c1 (stereo not drawn)	103.0	98.4	-0.3	4.1	98.2	104.4	93.9	-0.3
Next section.
SMILES	AGP1 TOR yeast	CIT2 TOR yeast	procasp7 counter	AHR act	RPL19A TOR yeast	LAP4-GFP MLPCN	MEP2-GFP yeast	proCasp3 act
CC(Cc1cccs1)NC(=O)Nc1ccccc1 (stereo not drawn)	99.0	102.6	5.0	-0.9	97.7	102.1	103.8	-3.1
O=C1CC(SCCO)C(=O)N1c1ccc(Oc2ccccc2)cc1 (stereo not drawn)	102.0	97.7	-3.1	-0.5	98.5	115.6	100.5	-4.9
CCCN1CCCc2cc(CN)ccc21	100.5	110.1	-18.9	3.5	102.5	109.0	110.3	-10.6
S=c1[nH]nc(Cc2noc3ccccc23)n1-c1ccc(Cl)cc1	103.9	96.2	-16.8	-2.5	97.7	105.2	100.2	-2.4
COc1ccc(C(=O)n2c(SC)nc3cc4c(cc32)OCCO4)cc1	103.1	99.6	0.0	7.6	100.2	108.3	106.1	4.0
O=C(c1ccco1)N1N=C(c2cccs2)CC1c1cc([N+](=O)[O-])ccc1O (stereo not drawn)	106.0	106.3	1.0	7.1	99.9	105.2	101.0	-9.8
O=C(CCCN1C(=O)/C(=C/c2cccs2)SC1=S)NNC(=O)c1ccncc1	99.3	105.9	-8.1	23.7	101.8	91.8	99.0	-3.2
COc1ccccc1OCC(=O)Nc1ccccc1C(=O)Nc1cccc(C(=O)O)c1	99.9	104.3	10.1	7.9	99.3	92.8	102.9	5.8
CCOC(=O)C1C2C=CC3(CN(c4ccc(Cl)c(F)c4)C(=O)C13)O2 (stereo not drawn)	100.5	98.8	0.1	-0.7	101.7	99.4	103.9	4.2
Fc1ccc(NC(=S)N2CCCC2)cc1	94.3	96.4	4.9	1.4	98.4	93.7	97.0	2.7
O=C(COC(=O)c1ccc(S(=O)(=O)NCc2ccco2)cc1)NCC1CCCCC1	92.0	90.3	-4.1	0.0	89.9	94.1	93.8	-8.7
CCCCn1c(NCc2ccccn2)nc2ccccc21	100.6	106.7	10.5	8.6	97.6	95.8	96.4	2.4
COc1ccc(Nc2nc3[nH]c(=O)cc(O)c3s2)cc1	101.8	97.0	-14.5	14.2	106.0	101.3	110.5	-8.4
C/C(=N\N=C1\NC(=O)C(CC(=O)Nc2ccc(Cl)cc2)S1)c1ccco1 (stereo not drawn)	97.1	102.3	8.6	5.9	99.0	90.9	111.8	-1.9
CCc1nnc2n1N=C(c1cccc([N+](=O)[O-])c1)CS2	122.7	121.1	-0.3	1.1	97.4	105.0	92.4	11.9
Cn1c(=NC(=O)c2ccccc2[N+](=O)[O-])sc2cc(S(C)(=O)=O)ccc21	105.4	97.0	1.6	21.4	100.7	96.5	103.2	4.9
COc1cccc(NC(=O)c2ccc(S(=O)(=O)N(C)C)cc2)c1	99.3	104.7	-0.4	8.4	105.2	89.7	102.3	2.5
O=C(COC(=O)c1ccc(F)c(S(=O)(=O)N2CCOCC2)c1)NC1CCCCC1	102.6	105.6	0.5	-0.2	107.9	103.1	105.0	11.2
O=C(COC(=O)Cc1ccc(F)cc1)NC(=O)c1ccccc1	105.7	95.1	6.7	-1.2	97.2	114.7	100.7	-3.3
Cc1c([N+](=O)[O-])c(C(=O)Sc2ccc(Br)cc2)nn1C	91.6	99.0	2.7	1.0	101.2	115.5	97.1	1.1
CC(C)C(c1nnnn1Cc1ccc(F)cc1)N1CCC(C(N)=O)CC1 (stereo not drawn)	93.0	94.9	-1.7	0.9	94.7	96.7	94.9	6.1
CC(C)C(OC(=O)c1nsc(Cl)c1Cl)C(=O)NCC1CCCO1 (stereo not drawn)	108.6	99.2	11.0	-1.1	103.9	100.2	105.0	3.7
O=C(COc1ccccc1F)N/N=C1\CCCc2ccccc21	96.3	101.8	3.4	15.4	101.8	92.7	68.1	-7.1
Cc1ccc(CCNC(=O)CNS(=O)(=O)c2ccc3nc(C)sc3c2)cc1	101.0	102.6	-7.2	0.8	98.2	98.0	103.5	6.2
CN(CC(=O)NCc1ccco1)C(=O)C1CC(=O)N(c2ccc3c(c2)OCCO3)C1 (stereo not drawn)	99.0	95.2	-8.7	0.2	92.8	96.9	96.8	0.5
Continued.
SMILES	AGP1 TOR yeast	CIT2 TOR yeast	procasp7 counter	AHR act	RPL19A TOR yeast	LAP4-GFP MLPCN	MEP2-GFP yeast	proCasp3 act
CCc1ccc(NC2=NC(C(=O)c3ccccc3)CC(=O)N2)cc1 (stereo not drawn)	95.8	104.1	12.7	1.7	100.4	98.4	93.9	-3.4
O=c1c(S(=O)(=O)c2ccc(Cl)cc2)cn(Cc2ccccc2F)c2ccc(F)cc12	108.2	100.5	6.8	2.9	108.9	101.8	109.4	1.6
Cc1cc(C(=O)OCC(=O)c2ccc(Br)s2)no1	95.7	99.4	11.8	1.8	93.1	95.7	104.6	2.6
CC1CCCCN1CCCNC(=O)C1CCN(c2nnc(-n3cccc3)s2)CC1 (stereo not drawn)	94.0	92.1	14.7	-0.7	91.4	94.8	94.2	7.2
Cc1nnsc1C(=O)Nc1cccc(Cl)c1C	102.8	101.9	11.8	0.8	95.1	110.2	93.1	2.9
Cc1cnc(C(=O)OCC(=O)c2ccc(C)s2)cn1	99.6	100.4	1.3	0.2	99.6	101.1	100.7	2.5
CCOc1ccc(NC(=O)CN(C)S(=O)(=O)c2cnc[nH]2)cc1	94.1	96.4	-2.8	24.2	98.4	84.9	97.4	2.5
Cc1ccc(NC(=O)CSc2ncccn2)cc1S(=O)(=O)N1CCCCC1	102.8	93.4	-1.9	-0.5	92.6	106.5	102.0	1.9
CCCN(CC(=O)Nc1ccc(F)c(F)c1F)C(=O)C1CC(=O)N(Cc2ccccc2)C1 (stereo not drawn)	107.8	105.9	-2.1	0.1	95.3	106.5	101.3	0.3
O=C(NCc1cn2ccccc2n1)c1ccc(Br)o1	86.0	95.0	1.6	7.5	90.5	104.0	110.9	0.9
O=C(OCc1cc(=O)n2c(n1)sc1ccccc12)c1ccc(O)cc1O	91.3	91.4	-11.3	3.1	93.8	104.2	105.7	3.5
COc1ccccc1N1CCN(C(=O)C2CCN(C(=O)c3ccccc3C)CC2)CC1	101.6	98.2	-1.1	1.7	96.4	99.3	107.6	-1.5
CCN1CCN(Cc2c3ccccc3cc3ccccc23)CC1	91.7[may fluoresce violet]	u	-9.1	-0.2	80.8[may fluoresce violet]	65.0[may fluoresce violet]	88.1[may fluoresce violet]	3.2
CCc1ccccc1NC(=O)CN1CCN(CC(=O)NCc2ccc(Cl)cc2)CC1	91.0	90.4	2.2	0.5	93.6	86.7	95.4	-2.8

2 consecutive compounds already listed:
SMILES	AGP1 TOR yeast	CIT2 TOR yeast	procasp7 counter	AHR act	RPL19A TOR yeast	LAP4-GFP MLPCN	MEP2-GFP yeast	proCasp3 act
CCOc1ccc(NC(=O)CN(C)S(=O)(=O)c2cnc[nH]2)cc1	94.1	96.4	-2.8	24.2	98.4	84.9	97.4	2.5
Cc1ccc(NC(=O)CSc2ncccn2)cc1S(=O)(=O)N1CCCCC1	102.8	93.4	-1.9	-0.5	92.6	106.5	102.0	1.9

Rows were taken by chance; about 3.5% have a hit in one of these screens.
